HIF act: HIF pathway transcriptional activation. U2OS HRE-luciferase reporter, luminescence; normalized: DMSO 0%, desferrioxamine 100%. 300,000 compounds, 0.32% hits. AID 1910. activation, % at 7.5 µM (by protocol);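 active = mean activation of at least 10% of the iron chelator positive control signal, with at least half of replicates also reaching 10%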
TRPC4 potent: allosteric potentiators of mouse TRPC4 channel; Q9QUQ5; HEK293 TRPC4beta/mu-opioid, DAMGO EC20, Fluo-4 Ca2+ flux; hits give high values; B-score at 10 µM; 310,000 compounds, 0.42% hits;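 active = B-score of calcium response area above 5 SD of library B-scores, with initial fluorescence ratio within 5 SD of library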;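 note: B-score of integrated fluorescence ratio over time as area under calcium response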
TRPC4 act: activators of mouse TRPC4 channel. Q9QUQ5. HEK293 TRPC4beta/mu-opioid, Fluo4 calcium fluorescence; hits give high values. B-score at 10 µM. 310,000 compounds, 0.49% hits. AID 2237;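 active = B-score above 5 SD of library B-scores, and initial fluorescence ratio not above library mean plus 5 SD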;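 note: positive B-score marks a calcium rise read as TRPC4 activation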
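Incubation: 45 min room-temperature Fluo4 loading, 110 s read / System: HEK293 cells stably co-expressing mouse TRPC4beta and mu-opioid receptor / Signal: Fluo4 fluorescence, kinetic / Control set: buffer (low) and maximal DAMGO (high) / Measure: integrated baseline-normalised fluorescence ratio, converted to per-well B score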
TRPC4 block: inhibitors of mouse TRPC4 channel. Q9QUQ5. HEK293 TRPC4beta/mu-opioid, DAMGO-evoked Fluo4 calcium flux; hits give low values. B-score at 10 µM. 300,000 compounds, 0.39% hits;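 active = B-score over 3 SD under the library average, no early fluorescence shift, positive overall ratio signal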
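System: stable TRPC4beta/mu-opioid receptor HEK293 cells; Dosing: single-point compound dosing; Measured by: Fluo4 Ca2+ flux fluorescence; Read-out basis: per-well B score of integrated baseline-normalized Fluo4 ratio.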
AI-2 QS mod: modulators of Vibrio harveyi AI-2 quorum sensing system; activity change, % at 7.5 µM; 300,000 compounds, 0.4% hits; Vibrio harveyi JMH597 AI-2 luminescence/OD600 ratio, 9 h; hits give low values; strain lacks LuxN and CqsS sensors; 0 = neutral-control median; in the data active = activity change below about -75%, passing the limit was not always enough;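 note: luminescence divided by OD600 gain over 9 h not by final OD600 alone; inactives centre near 13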
MrgX1 antagonist: blocks BAM8-22 activation of human MrgX1 receptor; MRGX1-HEK293 calcium flux, Fluo-4, BAM8-22 antagonism; hits give low values; 310,000 compounds, 1.3% hits; Q96LB2; B-score at 10 µM;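 active = calcium-response B-score plate-corrected more than 3 library SD below zero, starting fluorescence within 5 deviations, no agonist response on first addition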;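 note: peak minus trough fluorescence over baseline after final BAM8-22 challenge near maximal dose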
Target sequence (Q96LB2 whole entry, looked up): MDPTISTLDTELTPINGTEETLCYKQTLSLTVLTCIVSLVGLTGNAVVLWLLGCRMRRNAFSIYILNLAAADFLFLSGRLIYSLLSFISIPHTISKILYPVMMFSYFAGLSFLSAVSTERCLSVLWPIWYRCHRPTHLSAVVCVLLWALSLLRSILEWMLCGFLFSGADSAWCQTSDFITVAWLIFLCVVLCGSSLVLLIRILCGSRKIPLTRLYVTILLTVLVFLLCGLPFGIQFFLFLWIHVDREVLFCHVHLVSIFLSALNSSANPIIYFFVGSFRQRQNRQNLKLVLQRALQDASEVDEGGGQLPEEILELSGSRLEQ
TRPC6 inhibitor: blocks the mouse TRPC6 cation channel; Q61143; HEK293-TRPC6, membrane potential dye, ACh-evoked depolarization; hits give low values; B-score at 10 µM; 310,000 compounds, 1.1% hits; AID 2553;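 active = B-score under library mean minus 3 SD, initial fluorescence not abnormally high, positive integrated signal ratio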;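 note: B-score derived from integrated fluorescence ratio over the kinetic read; more negative B-score means stronger inhibition of depolarization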
MrgX1 PAM: allosterically activates human MrgX1 receptor signaling | MrgX1-HEK293, Fluo-4 calcium flux, FDSS; hits give high values | AID 588675 | 310,000 compounds, 0.63% hits | B-score at 10 µM | Q96LB2;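 active = plate-corrected calcium response at least 3 library SD above typical, normal starting fluorescence, not activating the receptor alone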;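 note: compound read alongside a low EC10 to EC30 dose of BAM8-22 agonist; peak minus trough fluorescence over baseline measured at the second addition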
MrgX1 agonist: agonists of human MrgX1 receptor | Q96LB2 | MrgX1-HEK293 cells, Fluo-4 calcium fluorescence, agonist mode; hits give high values | B-score at 10 µM | 310,000 compounds, 0.44% hits | AID 588627;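 active = calcium response B-score plate-corrected fluorescence ratio at least 3 library SD, with starting fluorescence B-score inside 5 SD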
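Material: MrgX1-expressing HEK293 cells; input: 15,000 cells per well; doses: test compound given as first of three sequential additions; schedule: overnight plating before 1 h dye loading; technique: Fluo-4 NW calcium-flux fluorescence, kinetic read; evaluation: baseline-normalised fluorescence change ratio, B-scored; control set: plate-wise positive and negative controls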
TRPC6 act: activators of mouse TRPC6 channel; 310,000 compounds, 0.13% hits; Q61143; B-score at 10 µM; HEK293-TRPC6 membrane potential dye fluorescence; hits give high values;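 active = B-score of the integrated fluorescence ratio above library mean plus 3 SD, and starting fluorescence ratio within library mean plus 5 SD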;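 note: higher score means more depolarization so channel activation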
PolyA inh: inhibitors of polyadenylation in S. cerevisiae. AID 1875. calls only at 12 µM. 300,000 compounds, 0.02% hits. S. cerevisiae SKY197-pL101 polyadenylation reporter, beta-gal luminescence; efflux-impaired pdr1/pdr3 knockout yeast; score 100 = 6 SD above DMSO;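 active = lowest replicate activity score at least 50, where 100 means six control SD above control mean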;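 note: yeast exposed to compound for 9 h at 30 °C; higher score means more reporter readthrough which indicates perturbed polyadenylation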
* marks the source's active call; other numbers are inactive results; i = inactive; x = no result given. This is a subset; count on the stated rates, not on these rows.

Compound	TRPC4 block	TRPC4 act	TRPC6 act	MrgX1 antagonist	HIF act	PolyA inh	MrgX1 PAM	AI-2 QS mod	TRPC6 inhibitor	MrgX1 agonist	TRPC4 potent
COc1ccc(Cl)cc1NC(=O)CN1CCC(n2nnc3ccccc32)CC1	i	i	i	i	0.5	i	i	0.3	i	i	i
COc1ccc(OCC(=O)N2CCN(C(=O)c3ccco3)CC2)cc1	i	i	i	i	-43.0	i	i	6.6	i	i	i
CCN1C(=O)/C(=C/c2ccc(C)o2)N(C)C1=S	i	i	i	i	0.6	i	i	14.1	i	i	i
CCOc1ccc(-n2c(=O)cc(N3CCN(c4ccc(F)cc4)CC3)[nH]c2=O)cc1	i	i	i	i	-0.3	i	i	-1.5	i	i	i
Cc1cc(C)nc(SCC(=O)Nn2cnnc2)n1	i	i	i	i	-0.1	i	i	4.0	i	i	i
CCN(Cc1ccccc1)C(=O)Cn1c(=O)n(CC(=O)NCc2ccco2)c(=O)c2sccc21	i	i	i	i	0.5	i	i	4.5	i	i	i
COCCn1c(C)cc(/C=N/NC(=O)c2cccnc2)c1C	i	i	i	i	1.4	i	i	23.4	i	i	i
COCCCC1CCN(Cc2nc(-c3ccccc3)no2)CC1	i	i	i	i	0.2	i	i	25.7	i	i	i
Cc1cccc(NC(=O)c2cc(S(=O)(=O)N3CCc4ccccc43)cn2C)c1C	i	i	i	i	-0.3	i	i	42.7	i	i	i
CC1(C)CC(N2CCCC2)=CC(=[N+]2CCCC2)C1	i	i	i	i	0.3	i	i	12.3	i	i	i
O=C1c2ccccc2C(=O)N1OCc1ccccc1[N+](=O)[O-]	i	i	i	i	-0.3	i	i	14.5	i	i	i
O=C1CCCc2sccc2N1	i	i	i	i	-0.1	i	i	25.4	i	i	i
COc1ccc(OC)c(NC(=O)c2ccc3c(=O)n(CCc4ccccc4)c(=S)[nH]c3c2)c1	i	i	i	i	0.3	i	i	8.1	i	i	i
CCCNC(=O)COC(=O)/C=C/c1ccc(C)o1	i	i	i	i	-0.6	i	i	19.1	i	i	i
Cc1ccc2nc(-c3ccccc3NC(=O)CCC(=O)O)c(=O)[nH]c2c1	i	i	i	i	24.1*	i	i	22.8	i	i	i
O=C(NCCOc1ccc2ccccc2c1)c1cncc(Br)c1	i	i	i	i	-0.3	i	i	21.6	i	i	i
CCNC(=S)N/N=C/c1cn(Cc2ccccc2F)c2ccccc12	i	i	i	i	-0.6	i	i	22.9	i	i	i
NS(=O)(=O)c1cc(C(=O)NCCc2ccccn2)ccc1Cl	i	i	i	i	0.2	i	21.1*	4.6	i	i	i
Cc1cc(C)nc(SCC(=O)Nc2ccc(S(=O)(=O)Nc3onc(C)c3C)cc2)n1	i	i	i	i	x	i	i	23.4	i	i	i
COc1ccc(C(=O)Nc2ccc3[nH]ncc3c2)cc1	i	i	i	i	1.0	i	i	13.6	i	i	i
COC(=O)C1=C(C)N(Cc2cccnc2)C(=O)/C1=C\c1cccs1	i	i	i	i	0.0	i	i	14.5	i	i	i
Cc1ccc(CNC(=O)c2ccc(CN3CCOCC3)cc2)cc1	i	i	i	i	1.0	i	i	-0.9	i	i	i
CC1CCCCN1C(=O)Cn1c(=O)oc2ccccc21 (stereo not drawn)	i	i	i	i	-0.6	i	i	17.3	i	i	i
Cc1ccc(CNC(=O)CCc2c(C)[nH]c(=O)c(C#N)c2C)cc1	i	i	i	i	-0.1	i	i	12.6	i	i	i
Cc1cccc2cc3ccccc3nc12	i	i	i	i	0.1	i	9.15*	-3.6	i	i	i
O=C1CCCC(O)=C1C=Nc1ccc2c(c1)oc1ccccc12	i	i	i	i	0.8	i	i	30.9	i	i	i
COc1ccc(CN(CC(=O)NCc2ccc(F)cc2)C(=O)CCC(=O)Nc2cc(C)ccn2)cc1	i	i	i	i	0.4	i	i	20.0	i	i	i
CCOC(=O)Cn1c(S(=O)(=O)Cc2ccc(F)cc2)nc(-c2ccccc2)c1-c1ccccc1	i	i	i	i	-0.2	i	i	14.9	i	i	i
S=C(Nc1cccc(Cl)c1Cl)N1CCCC1	i	i	i	i	x	x	i	35.9	i	i	i
CCOC(=O)CN(C(=O)CSc1nnc(-c2cccc(OC)c2)o1)c1ccc(F)cc1	i	i	i	i	0.2	i	i	42.2	i	i	i
COCCCNCCOCCOc1ccc(Cl)cc1Br	i	i	i	i	1.2	i	i	3.3	i	i	i
O=C(CSc1nnc(CNc2ccc(F)cc2)o1)N1c2ccccc2Sc2ccccc21	i	i	i	i	0.1	x	i	10.1	i	i	i
Cc1ccc(S(=O)(=O)N/N=C/c2ccc(O)c(O)c2)cc1[N+](=O)[O-]	i	i	i	i	-0.4	x	i	23.2	i	i	i
O=C1c2ccccc2C(Nc2ccc(S(=O)(=O)N3CCOCC3)cc2)N1Cc1ccco1 (stereo not drawn)	i	i	i	i	-0.1	i	i	3.2	i	i	i
S=C(NCc1ccccc1)N1CCN(Cc2ccc3c(c2)OCO3)CC1	i	i	i	i	0.2	i	i	-2.2	i	i	i
Cc1cccc(NC(=O)c2ccc(OC3CSC3)cc2)c1	i	i	i	i	0.2	i	i	2.5	i	i	i
Cn1c(C(=O)NCCN2CCc3ccccc3C2)cc2c(=O)[nH]c3ccccc3c21	i	i	i	i	-0.4	i	i	20.0	i	i	i
Nc1nc(SCC(=O)Nc2ccccc2Sc2ccc(Cl)cc2)n[nH]1	i	i	i	i	-0.4	i	i	4.3	i	i	i
Clc1ccc(COc2cccc(CNCc3ccncc3)c2)cc1	i	i	i	i	-0.5	i	i	14.3	i	i	i
CC1CCC/C(=N\NC(=O)COc2ccccc2Cl)C1 (stereo not drawn)	i	i	i	i	0.1	i	i	20.5	i	i	i
Cc1cc(C)c2sc(NC(=O)c3ccc(N4C(=O)CCC4=O)cc3)nc2c1	i	i	i	i	-0.1	i	i	16.0	i	i	i
Cc1nc2nc(-c3ccc(Cl)cc3)cn2nc1C	i	i	i	i	-1.9	i	i	5.3	i	i	i
O=C(Nc1ccc(F)cc1F)c1cc(-c2ccco2)on1	i	i	i	i	-0.1	i	i	10.6	i	i	i
COc1cc(NC(C)=O)c2ncccc2c1NC(C)=O	i	i	i	i	-0.2	x	i	5.1	i	i	i
O=C(CN1CCN(c2ccccn2)CC1)N1CCc2ccccc21	i	i	i	i	0.5	i	i	17.1	i	i	i
COc1ccc(N2C(=O)c3ccccc3NC23CCCC3)cc1	i	i	i	i	1.4	i	i	9.8	i	i	i
CN(C)CCCNC(=O)c1cc(Br)ccc1O	i	i	i	i	0.2	i	i	-1.1	i	i	i
COc1ccccc1C(=O)N/C(=N/c1nc(C)cc(C)n1)Nc1ccccc1	i	i	i	i	6.0	i	i	17.5	i	i	i
COc1ccccc1N1CCN(C(=O)c2cc(=O)c3c(C)cc(C)cc3o2)CC1	i	i	i	i	-24.2	i	i	15.7	i	i	i
COc1cc2c(cc1OC)CN(CC(=O)Nc1ccc(F)cc1F)CC2	i	i	i	i	-0.1	i	i	5.7	i	i	i
COc1ccc(-n2nnc3c(=O)n(CC(=O)Nc4ccc5c(c4)OCCO5)cnc32)cc1OC	i	i	i	i	-0.1	i	i	15.0	i	i	i
S=C(NCCc1ccccc1)N/N=C/c1c(Cl)cccc1Cl	i	i	i	i	-0.1	i	i	6.0	i	i	i
O=C(NC1CCS(=O)(=O)C1)c1ccc(Br)o1 (stereo not drawn)	i	i	i	i	-0.3	i	i	23.3	i	i	i
CCCCc1nnc(NC(=O)CN2C(=O)C3CCCCC3C2=O)s1 (stereo not drawn)	i	i	i	i	-0.1	i	i	12.0	i	i	i
CC(C(=O)O)n1c2ccccc2c2cn[nH]c(=O)c21 (stereo not drawn)	i	i	i	i	0.2	i	i	13.8	i	i	i
CSc1cccc(NC(=O)CC(C)n2ccnc2)c1 (stereo not drawn)	i	i	i	i	-0.4	i	i	12.9	i	i	i
COc1ccc(N2C(=O)c3ccc(C(=O)OC(C)C)cc3C2=O)cc1	i	i	i	i	-0.5	i	i	13.5	i	i	i
Cc1ccc(F)cc1NC(=O)c1cccc2nccnc12	i	i	i	i	-0.3	i	i	21.2	i	i	i
O=C(COC(=O)c1cc([N+](=O)[O-])ccc1N1CCOCC1)c1ccccc1Cl	i	i	i	i	0.4	i	i	22.4	i	i	i
CC(=O)c1ccc(Cc2ccc(C(C)=O)cc2)cc1	i	i	i	i	0.2	i	i	15.3	i	i	i

Continued:
Compound	TRPC4 block	TRPC4 act	TRPC6 act	MrgX1 antagonist	HIF act	PolyA inh	MrgX1 PAM	AI-2 QS mod	TRPC6 inhibitor	MrgX1 agonist	TRPC4 potent
Cc1nn(-c2cccc(Cl)c2)c(Cl)c1/C=N/NC(=O)c1cccs1	i	i	i	i	0.6	i	i	10.1	i	i	i
CC1(C)Cc2cccc(Oc3ccc(S(=O)(=O)N4CCCC4)cn3)c2O1	i	i	i	i	-0.6	i	i	-27.6	i	i	i
COc1ccc(-c2c(NCCc3ccccc3)c(=O)c2=O)cc1	i	i	i	i	0.6	i	i	11.7	i	i	i
Cc1ccc(/C=C/c2nc3ccccc3c(=O)[nH]2)cc1	i	i	i	i	0.1	i	i	14.9	i	i	i
Nc1c(C(=O)Nc2ccc3c(c2)OCCO3)nnn1Cc1ccc(Cl)cc1	i	i	i	i	2.2	i	i	7.9	i	i	i

High-throughput results (PubChem)
